PKA-R1A act: PKA-R1A complex activation; P00514+P68181; activation, % at 11.4 µM; 340,000 tested, 0.083% active; PKA-R1A dissociation, Cy5-IP20 fluorescence polarization; scaled: DMSO 0%, 113 µM cGMP 100%;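 active = percent activation above the mean of all tested compounds plus 3 SD, cut at about 19% in these data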;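 also: higher means more PKAc released from R1A so a rise in polarization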
Arrestin-AP2 inh: human beta-arrestin and AP2 interaction inhibition; FITC-arrestin peptide / GST-AP2 beads, flow cytometry; AP2 beta2 appendage carries R879A mutation; 340,000 tested, 0.31% active; inhibition, % at 10 µM; AID 504490;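 active = inhibition above a set limit, near 3 SD of compounds lacking own fluorescence, cut at about 54% in these data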;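 also: plate controls were DMSO wells for no effect and 5 µM unlabelled arrestin peptide for full effect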
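System: GST-AP2 R879A bound to glutathione beads, E. coli-expressed. Also added: 50 nM FITC-arrestin peptide. Schedule: compound with beads 12 min RT, then probe 1 h RT. Signal: bead flow cytometry, FITC channel. Read-out basis: percent response.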
MOR-DOR ag: agonists of human mu-delta opioid receptor heterodimerization | P35372+P41143 | cells, OPRM1-OPRD1 heterodimerization, luminescence | activation, % at 9.3 µM | 340,000 tested, 0.3% active; in the data active = activation above about 18%;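 also: 0% = vehicle-treated cells and 100% = reference agonist; values of inactives mirror those of a sister screen read the other way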
PfHsp90 yeast 2: growth inhibition of yeast expressing Plasmodium Hsp90 | inhibition, % at 9.4 µM | S. cerevisiae expressing PfHsp90, BacTiter-Glo ATP, 48 h; yeast lacking PDR1 and PDR3 efflux regulators | 310,000 tested, 0.32% active | AID 504621;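 active = every replicate shows inhibition above about 80%, whatever the replicate mean, limit read from the data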;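 also: 0% = DMSO neutral controls and 100% = 20 µM radicicol positive controls; yeast relying on Plasmodium falciparum Hsp90 in place of its own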
MOR-DOR inv ag: inverse agonists of human mu-delta opioid receptor heterodimerization; AID 504357; cell-based MOR-DOR heterodimer luminescence, inverse agonism; P35372+P41143; inhibition, % at 9.3 µM; 340,000 tested, 0.21% active; in the data active = inhibition above about 22%, passing the limit was not always enough;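 also: 0% = cells with DMSO and 100% = wells without cells with DMSO; values of inactives mirror those of a sister screen read the other way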
phage Ecoli inh: E. coli growth loss with phage present; growth absorbance; inhibition, % at 11.9 µM; 360,000 tested, 0.26% active; AID 651602; in the data active = inhibition above about 11%
AddAB inh: less growth of phage-infected E. coli with AddAB; E. coli expressing H. pylori AddAB, absorbance growth; inhibition, % at 11.9 µM; 330,000 tested, 0.29% active; AID 435030; in the data active = inhibition above about 12%;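 also: 0% = vehicle wells of infected cells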
Tat transport: blocks Tat-dependent protein export in E. coli; E. coli MC4100 TorA-mCherry Tat export, fluorescence; inhibition, % at 10 µM; 340,000 tested, 0.036% active;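 active = mean replicate inhibition at least 50% and at least half of replicates individually reaching 50%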;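 also: exported cargo escapes ClpAP degradation while cytoplasmic cargo is degraded and loses fluorescence; 0% = median of neutral control wells and 100% = median of NaSCN control wells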
Pemphigus Ab inh: blocks pemphigus antibody binding to human desmoglein-3; 310,000 tested, 0.48% active; DSG3-coupled beads, scFv-anti-DSG3-GFP binding, flow cytometry; stronger effect = lower value; P32926; binding (percent of control), % at 10 µM;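 active = binding more than 3 SD below its plate's average and above zero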;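 also: hits lower antibody fragment binding to DSG3; some compounds called inactive have numbers as strong as hits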
Target sequence (P32926 whole entry, looked up, the tested form may be a part): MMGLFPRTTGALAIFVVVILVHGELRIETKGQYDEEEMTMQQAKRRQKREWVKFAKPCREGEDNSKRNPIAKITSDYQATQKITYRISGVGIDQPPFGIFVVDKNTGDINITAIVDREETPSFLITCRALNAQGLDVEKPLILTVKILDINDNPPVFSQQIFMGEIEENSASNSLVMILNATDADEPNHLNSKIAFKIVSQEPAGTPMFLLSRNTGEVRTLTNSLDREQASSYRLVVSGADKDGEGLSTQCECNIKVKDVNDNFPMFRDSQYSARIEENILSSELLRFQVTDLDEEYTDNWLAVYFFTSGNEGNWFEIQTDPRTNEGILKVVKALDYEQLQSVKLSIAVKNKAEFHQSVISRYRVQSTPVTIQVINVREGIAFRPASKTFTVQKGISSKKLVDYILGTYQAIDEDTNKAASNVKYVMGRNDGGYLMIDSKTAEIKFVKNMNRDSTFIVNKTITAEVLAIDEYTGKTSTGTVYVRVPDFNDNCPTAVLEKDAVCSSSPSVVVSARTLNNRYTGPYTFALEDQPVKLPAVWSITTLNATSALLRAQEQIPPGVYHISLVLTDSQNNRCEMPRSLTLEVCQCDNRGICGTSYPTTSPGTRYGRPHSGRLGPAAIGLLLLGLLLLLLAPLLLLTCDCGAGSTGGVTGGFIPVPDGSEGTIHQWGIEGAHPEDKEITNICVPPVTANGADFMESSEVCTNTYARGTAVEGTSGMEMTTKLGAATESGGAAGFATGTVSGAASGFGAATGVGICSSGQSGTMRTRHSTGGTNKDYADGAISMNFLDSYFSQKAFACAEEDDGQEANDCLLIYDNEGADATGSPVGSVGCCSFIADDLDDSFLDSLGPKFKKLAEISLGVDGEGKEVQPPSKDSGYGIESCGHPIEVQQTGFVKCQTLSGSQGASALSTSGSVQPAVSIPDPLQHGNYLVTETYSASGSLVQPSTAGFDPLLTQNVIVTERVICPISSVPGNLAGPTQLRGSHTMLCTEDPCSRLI
Ecoli viability: bacterial growth inhibition, counter-screen for AddAB inhibitors. inhibition, % at 11.9 µM. AID 449728. E. coli V3065 growth, OD600 absorbance, 18 h. 330,000 tested, 0.27% active;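 active = inhibition above the campaign's mean inhibition across all tested compounds plus 3 SD, cut at about 9.9% in these data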;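 also: uninfected addAB+ strain grown without phage in ampicillin broth; 0% = DMSO wells and 100% = ciprofloxacin 0.95 µg/ml wells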
SUMO Mot1 rescue: blocks SUMOylation pathway, rescuing yeast Mot1-301 growth; S. cerevisiae Mot1-301 growth rescue, ATP luminescence, 38.5C; percent above DMSO median, 100 means doubled; 320,000 tested, 1% active; growth rescue, % at 18.8 µM;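 active = every valid replicate shows activation above 250% relative to neutral control wells; inactive = the rest, any valid replicate at or below 250%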;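 also: OY570 slx delta 5 strain wells were the positive control but not used for scaling; some compounds called inactive have numbers as strong as hits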
The depositor's hits bear a star; / = no result given.

Below each SMILES – PKA-R1A act	Arrestin-AP2 inh	MOR-DOR ag	PfHsp90 yeast 2	MOR-DOR inv ag	phage Ecoli inh	AddAB inh	Tat transport	Pemphigus Ab inh	Ecoli viability	SUMO Mot1 rescue
CCN(CC)c1ccc(NC(=O)CSc2n[nH]c(-c3ccco3)n2)cc1
  14.3	11.2	-2.0	/	10.7	2.8	0.2	-3.3	96.7	2.6	-18.4
CCCC(=O)Nc1nc(-c2ccccc2)ns1
  -2.0	0.5	0.1	-7.6	-0.4	0.4	2.0	-5.5	97.0	1.7	38.4
COc1ccc(NC(=O)C2CCCN(S(=O)(=O)c3c(C)[nH]c(=O)[nH]c3=O)C2)cc1Cl (stereo unspecified)
  -2.7	0.9	-0.1	-7.8	0.3	3.6	3.4	4.2	107.0	-0.6	-15.3
COc1cc(CN2CCNC(=O)C2CC(=O)NCc2csc(C(C)C)n2)cc(OC)c1 (stereo unspecified)
  -10.1	3.3	-2.1	-2.2	10.7	2.0	-0.8	7.5	92.5	2.1	-2.7
O=C(NCc1ccccc1)c1onc(CSc2ccncc2)c1C(=O)NCc1ccccc1
  -10.8	-3.0	-1.2	-4.8	6.4	3.0	3.7	4.4	102.4	0.0	207.0
O=C(CC1C(=O)NCCN1Cc1ccc(-c2ccccc2)cc1)NCc1ccccc1 (stereo unspecified)
  -6.8	-9.5	-1.6	-4.1	8.0	3.0	-1.0	3.1	97.4	-5.7	1.5
CC(C)(C)c1nnc(N/N=C/c2ccc(Br)cc2)n(N)c1=O
  -3.6	7.0	2.5	41.2	-12.8	-3.0	3.7	-4.4	98.6	-3.4	0.9
CSc1ccccc1Nc1ncnc(N)n1
  -0.3	-4.5	-2.7	3.8	13.8	0.4	2.1	-11.4	/	3.4	-2.0
COc1cccc(NC(=O)Nc2cccn(Cc3ccccc3)c2=O)c1
  -3.3	15.0	5.3	-12.6	-33.5	1.9	2.6	1.9	/	-1.2	9.0
COc1ccccc1NC(=O)c1cnc(SCC(=O)NCC2CCCO2)n(C)c1=O (stereo unspecified)
  -15.1	1.8	-2.3	12.7	12.1	1.8	-0.3	-0.6	104.5	1.8	2.7
CCCOc1cccc(C2/C(=C(/O)c3ccc(F)cc3)C(=O)C(=O)N2CCN(C)C)c1 (stereo unspecified)
  4.9	11.3	-2.4	2.0	12.9	2.7	1.9	-1.4	58.1	-3.2	24.9
CCS(=O)(=O)CCSc1nc2ccccc2s1
  -0.3	0.7	-1.2	-5.1	6.6	1.6	-0.5	-1.2	100.4	-0.7	120.6
FC(F)(F)c1ccc(Cl)c(-n2c(-c3ccco3)n[nH]c2=S)c1
  10.2	-35.3	-0.7	-2.5	4.2	0.8	/	-15.1	99.0	/	14.9
c1cc(-c2nnc3n2CCCCC3)ccn1
  1.6	-4.0	1.7	4.6	-10.5	1.1	-1.6	-1.7	104.5	-2.6	-5.3
Cc1ccc(OCC(=O)NNC(=O)Cc2ccc(S(=O)(=O)N3CCOCC3)s2)cc1
  9.3	10.2	2.2	28.1	-11.9	0.4	-0.2	0.3	109.6	-2.1	11.1
CC(C)CNC(=O)CSc1nnc(-c2ccccn2)n1Cc1ccccc1
  0.0	13.8	-1.6	13.8	8.5	1.2	2.4	1.8	93.0	-1.6	-23.2
Nc1ccc(SCCN2C(=O)c3ccccc3C2=O)cc1
  -1.9	0.2	-2.4	-13.9	10.9	-1.9	0.2	-1.6	99.5	1.1	162.8
O=C(c1cc(-c2ccc(F)cc2)nc2ccccc12)N1CCC1
  -6.3	4.0	-1.0	-11.0	4.8	4.0	0.4	-5.0	/	3.2	6.6
CCOC(=O)CC1C(=O)NCCN1C(=S)NC(=O)c1ccccc1OC (stereo unspecified)
  -7.0	9.9	0.2	5.2	-0.9	3.9	1.0	3.4	110.5	0.8	-19.8
CCOC(=O)[C@@H]1[C@H]2COc3ccccc3[C@@H]2N2C(=O)N(c3cccc(F)c3)C(=O)[C@]12C
  0.5	28.6	-2.1	9.9	11.6	0.2	-2.1	3.8	101.7	-1.9	-3.0
COC(=O)[C@@H]1C[C@@H]2CC[C@@H](O)C[C@@H]2N1Cc1ccccc1OS(=O)(=O)c1ccc(C)cc1
  7.8	-6.0	-0.4	5.7	2.4	1.4	-0.5	-6.8	129.5	-2.2	-3.6
CCC(=O)Oc1cccc(C(=O)Nc2ccc(-c3nnc(-c4ccco4)o3)cc2)c1
  -1.6	-11.9	6.6	-17.3	-39.1	1.5	1.4	11.5	95.8	0.9	-2.4
Cc1ccccc1-n1c(=O)cc(N2CCc3ccccc3C2)[nH]c1=O
  3.2	-5.4	-1.1	9.6	6.1	2.2	1.1	-3.0	98.0	1.0	14.4
COc1ccc(NC(=O)NC2CC3CCCC(C2)N3Cc2ccccc2)cc1 (stereo unspecified)
  2.7	31.3	-0.8	18.9	4.8	3.4	-0.8	-1.0	/	0.7	-9.0
CCOC(=O)c1nn(-c2ccc(C)cc2)c(=O)cc1OCC(=O)N1CCN(c2ccccc2)CC1
  0.8	51.7	0.2	7.0	-1.0	2.3	1.1	-2.3	99.6	-0.8	371.4
CC(=O)c1ccc2c(c1)N(C)c1ccccc1S2
  -7.4	12.1	8.3	/	-45.0	2.0	0.3	4.0	95.8	-0.9	-7.2
CC(C)Cn1c(N)c(C(=O)COC(=O)c2ccccc2C(=O)c2ccccc2)c(=O)n(C)c1=O
  -10.0	7.5	0.1	/	-0.4	3.6	-2.9	-11.0	97.1	-2.9	15.6
O=C1CCCC(NCCCCCCNC2=C([N+](=O)[O-])C(=O)CCC2)=C1[N+](=O)[O-]
  8.8	-1.6	-1.9	/	11.1	0.4	/	7.6	100.3	/	/
Cc1ccc(NC(=O)Cn2c(O)c(N=NC(=O)c3ccncc3)c3ccccc32)cc1
  -1.4	7.0	-1.4	1.1	6.8	/	-2.3	-11.2	79.0	-1.8	27.4
CCOC(=O)/C=C1\CN(Cc2cc(OC)c(OC)c(OC)c2)S(=O)(=O)c2ccccc21
  -5.5	25.1	-1.3	-5.9	7.2	1.3	3.2	3.3	104.0	0.0	-5.1

Random excerpt: 4 entries already listed
Below each SMILES – PKA-R1A act	Arrestin-AP2 inh	MOR-DOR ag	PfHsp90 yeast 2	MOR-DOR inv ag	phage Ecoli inh	AddAB inh	Tat transport	Pemphigus Ab inh	Ecoli viability	SUMO Mot1 rescue
O=C(c1cc(-c2ccc(F)cc2)nc2ccccc12)N1CCC1
  -6.3	4.0	-1.0	-11.0	4.8	4.0	0.4	-5.0	/	3.2	6.6
Cc1ccccc1-n1c(=O)cc(N2CCc3ccccc3C2)[nH]c1=O
  3.2	-5.4	-1.1	9.6	6.1	2.2	1.1	-3.0	98.0	1.0	14.4
CCS(=O)(=O)CCSc1nc2ccccc2s1
  -0.3	0.7	-1.2	-5.1	6.6	1.6	-0.5	-1.2	100.4	-0.7	120.6
CCCOc1cccc(C2/C(=C(/O)c3ccc(F)cc3)C(=O)C(=O)N2CCN(C)C)c1 (stereo unspecified)
  4.9	11.3	-2.4	2.0	12.9	2.7	1.9	-1.4	58.1	-3.2	24.9

Another view of two compounds above.
O=C1CCCC(NCCCCCCNC2=C([N+](=O)[O-])C(=O)CCC2)=C1[N+](=O)[O-]
  PKA-R1A act = 8.8
  Arrestin-AP2 inh = -1.6
  MOR-DOR ag = -1.9
  PfHsp90 yeast 2 = /
  MOR-DOR inv ag = 11.1
  phage Ecoli inh = 0.4
  AddAB inh = /
  Tat transport = 7.6
  Pemphigus Ab inh = 100.3
  Ecoli viability = /
  SUMO Mot1 rescue = /
Cc1ccc(NC(=O)Cn2c(O)c(N=NC(=O)c3ccncc3)c3ccccc32)cc1
  PKA-R1A act = -1.4
  Arrestin-AP2 inh = 7.0
  MOR-DOR ag = -1.4
  PfHsp90 yeast 2 = 1.1
  MOR-DOR inv ag = 6.8
  phage Ecoli inh = /
  AddAB inh = -2.3
  Tat transport = -11.2
  Pemphigus Ab inh = 79.0
  Ecoli viability = -1.8
  SUMO Mot1 rescue = 27.4

(further entries)
Below each SMILES – PKA-R1A act	Arrestin-AP2 inh	MOR-DOR ag	PfHsp90 yeast 2	MOR-DOR inv ag	phage Ecoli inh	AddAB inh	Tat transport	Pemphigus Ab inh	Ecoli viability	SUMO Mot1 rescue
Cc1c(O)c(=O)n(-c2ccccc2)n1C
  1.8	-0.9	-2.1	22.5	11.5	4.9	-2.9	3.1	101.8	-2.0	2.6
COC(=O)c1c(NC(=O)CSc2nnc(C)c(=O)[nH]2)sc(C)c1C
  -5.1	10.1	-1.2	-70.8	6.2	3.3	2.1	-4.0	102.7	0.2	-12.0
Cc1[nH]c2ccccc2c1C(=O)C(=O)N1CCCc2ccccc21
  3.8	-8.0	-0.1	-15.5	0.3	3.6	-0.4	-13.2	99.9	-0.9	-3.7
COCCn1c(-c2cccc(Br)c2)nc2c(c(=O)c3ccccc3n2C)c1=O
  3.6	-5.7	-1.1	-5.2	5.8	3.2	2.1	-4.7	115.9	1.0	-5.6
Brc1ccc(/C=C/C=N/Nc2nc3ccccc3s2)cc1
  -0.1	2.5	3.6	/	-19.8	0.3	0.4	-5.7	99.5	2.4	2.4
CC(C)CC(=O)Nc1ccccc1-c1nnn(CC(=O)N2CCOCC2)n1
  -2.9	20.4	-1.5	8.1	8.4	1.5	0.2	18.7	98.2	1.5	4.1
Cc1noc(C)c1COC(=O)c1ccccc1Sc1ccccc1C#N
  2.0	2.1	-1.8	54.1	9.1	1.6	1.1	1.2	/	0.4	142.2
NC(=O)c1c(NC(NC(=O)c2ccco2)(C(F)(F)F)C(F)(F)F)sc2c1CCCC2
  -0.5	-2.2	1.1	-5.3	-6.4	1.9	-0.9	-5.6	97.2	-1.0	152.7
COc1ccc(Nc2nc(N)nc(CSC(=S)N3CCCCC3)n2)cc1
  0.1	-1.0	1.1	-4.8	-7.4	4.8	2.3	-1.8	94.2	0.6	5.0
Cc1ccc(-c2nnc(Oc3ccc(NC(=O)c4ccccc4)cc3)c3ccccc23)cc1
  1.6	2.4	-0.9	1.1	5.7	2.8	0.8	-1.5	94.7	-0.7	1.3
NC(=O)CN1CCN(C(=O)Nc2ccccc2)CC1
  -4.9	-0.2	-1.9	3.0	9.4	1.7	2.2	7.3	109.7	1.0	-0.9

Results in Tat transport, for some of the entries so far:
canonical_smiles	Tat transport
Cc1c(O)c(=O)n(-c2ccccc2)n1C	3.1
NC(=O)CN1CCN(C(=O)Nc2ccccc2)CC1	7.3

Screening data deposited in PubChem by several laboratories.
